# CHT inh – inhibits the human high affinity choline transporter | Q9GZV3 | CHT-expressing cells, membrane potential dye, choline response; hits give low values | B-score at 10 µM | 0.86% of 310,000 active | AID 488975;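 active = B-score over 3 SD under the library average, and starting fluorescence ratio not unusually high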;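 note: choline stimulus applied at its EC90 after an EC20 pre-addition; B-score computed on integrated fluorescence ratio after choline addition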
# Target sequence (Q9GZV3 whole entry, looked up): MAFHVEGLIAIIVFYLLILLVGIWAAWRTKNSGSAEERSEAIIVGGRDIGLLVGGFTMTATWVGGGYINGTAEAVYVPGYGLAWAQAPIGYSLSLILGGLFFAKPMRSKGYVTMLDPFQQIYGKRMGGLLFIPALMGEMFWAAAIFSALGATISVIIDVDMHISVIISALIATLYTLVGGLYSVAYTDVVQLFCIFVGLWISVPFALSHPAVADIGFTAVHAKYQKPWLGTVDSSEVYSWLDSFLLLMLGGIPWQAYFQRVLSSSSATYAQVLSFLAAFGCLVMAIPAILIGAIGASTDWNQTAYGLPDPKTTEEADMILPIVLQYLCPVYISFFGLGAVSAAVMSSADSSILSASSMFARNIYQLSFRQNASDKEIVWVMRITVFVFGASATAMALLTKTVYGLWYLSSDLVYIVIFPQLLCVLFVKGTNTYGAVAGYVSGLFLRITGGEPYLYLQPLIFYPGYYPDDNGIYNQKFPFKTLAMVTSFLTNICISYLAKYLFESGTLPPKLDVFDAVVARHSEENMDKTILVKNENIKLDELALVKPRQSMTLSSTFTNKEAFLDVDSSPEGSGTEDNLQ
# CHT allo act – human CHT allosteric activation. Q9GZV3. CHT-expressing cells, membrane potential dye, choline EC20; hits give high values; LV-AA mutant CHT in HEK293 cells. B-score at 10 µM. 0.49% of 310,000 active;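 active = initial fluorescence not abnormally high and integrated response B-score, plate-corrected, over 3 SD above library mean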
# * marks the source's active call; other numbers are inactive results; i = inactive.
# Values run as follows: CHT allo act, CHT inh
CC(=O)N(C)C(c1ccc(N(C)C)cc1)c1nnnn1-c1c(C)cccc1C (configuration not stated)
    i, i
Fc1ccc(C(c2nnnn2Cc2ccco2)N2CCN(C3CCCCC3)CC2)cc1 (configuration not stated)
    i, i
CCOC(=O)c1ccc(Oc2c(C)oc3c(CN4CCN(C)CC4)c(O)ccc3c2=O)cc1
    i, i
O=C1C2C(c3cccc(/C=C/c4ccccc4)c3)CC=CC2C(c2ccc3ccccc3c2)N1Cc1ccccc1 (configuration not stated)
    i, i
O=C(C[n+]1cccc(CNC(=O)c2ccc(OC(F)F)cc2)c1)Nc1cc(C(F)(F)F)ccc1Cl
    i, i
Cc1ccc(OCCSc2nc(NC(C)C)nc(NC(C)C)n2)cc1
    i, i
O=C1Nc2cc(C(=O)N3CCN(Cc4ccccc4)CC3)ccc2SC1N1CCOCC1 (configuration not stated)
    i, i
CCCCC(=O)OCc1cn(-c2ccc(Cl)cc2)nn1
    i, i
O=C(OCn1nnc2ccccc2c1=O)c1ccco1
    i, i
O=S(=O)(c1ccc(OCC(O)CN2CCN(c3ccccc3Cl)CC2)cc1)N1CCOCC1 (configuration not stated)
    i, i
CC(C)C(=O)Nc1cccc(C(=O)Nc2nnc(C(C)(C)C)s2)c1
    i, i
O=C(CN1CCCCC1)Nc1cc(Cl)ccc1Oc1ccccc1
    i, i
Cc1ccc(S(=O)(=O)NCCc2nnc3ccc(SCc4cccnc4)nn23)cc1
    i, i
Cc1ccc(S(=O)(=O)N2CCOCC2)cc1C(=O)NC(=S)N(Cc1ccccc1)C(C)C
    i, i
CCCc1nc2oc3c(=O)[nH]cnc3c2c2c1CCCC2
    i, i
COc1cccc(NC(=O)c2ccc3nc(C)sc3c2)c1
    i, i
CCc1noc(C)c1C(=O)N1CCSC1=Nc1cccc(Cl)c1C
    i, i
CN(C)c1ccc(-n2cccc2/C=C/[N+](=O)[O-])cc1
    i, i
CC(=O)C1=C(C)NC(SCC(=O)c2ccc(Cl)cc2)=C(C#N)C1c1ccco1 (configuration not stated)
    i, i
CN(C(=O)COc1cc(=O)n(C)c2ccccc12)c1ccc(Cl)cc1
    i, i
CN(Cc1ccccc1)c1nc2c(c(=O)[nH]c(=O)n2C)n1CCCSc1ncccn1
    i, i
O=C1c2ccccc2C(Nc2ccc(-c3nc4ccccc4[nH]3)cc2)N1Cc1ccco1 (configuration not stated)
    i, i
c1cncc(-c2nc(NCc3ccc4c(c3)OCO4)c3ccccc3n2)c1
    i, i
O=C(NCc1ccccc1)c1onc(CSc2ccc(Cl)cc2)c1C(=O)NCc1ccccc1
    i, i
CC(C)(C)C(=O)Nc1ccccc1C(=O)NCCC(=O)Nc1ccccc1
    i, i
Cc1ccc(C(=O)Nc2cnc3sc(C)nn3c2=O)cc1
    i, i
COc1c(C)cc(C(=O)C2CCCN(C(=O)c3ccc4cc[nH]c4c3)C2)cc1C (configuration not stated)
    i, i
CCN(CC)C(=O)CSc1nnc(-c2cccs2)n1Cc1ccco1
    i, i
COc1ccc(CCNC(=O)C2CC(=O)N(C3CCCCCCC3)C2)cc1OC (configuration not stated)
    i, i
COCCn1c(SCc2nc(N)nc(Nc3ccccc3C)n2)nc2ccccc2c1=O
    i, i

# Complete entries, looked up by structure. Order of values: CHT allo act | CHT inh
# CCc1noc(C)c1C(=O)N1CCSC1=Nc1cccc(Cl)c1C reads i | i
# O=C(C[n+]1cccc(CNC(=O)c2ccc(OC(F)F)cc2)c1)Nc1cc(C(F)(F)F)ccc1Cl reads i | i
# CC(=O)N(C)C(c1ccc(N(C)C)cc1)c1nnnn1-c1c(C)cccc1C (configuration not stated) reads i | i

# Returning to the listing; the 2 compounds before the break are reprinted first.
# Values run as follows: CHT allo act, CHT inh
COc1ccc(CCNC(=O)C2CC(=O)N(C3CCCCCCC3)C2)cc1OC (configuration not stated)
    i, i
COCCn1c(SCc2nc(N)nc(Nc3ccccc3C)n2)nc2ccccc2c1=O
    i, i
CSCCC(NC(=O)c1ccco1)C(=O)OCC(=O)Nc1ncc(Cl)c(C)c1Cl (configuration not stated)
    i, i
COCc1nc(-c2ccc(-c3ccc(C)cc3)nc2OC)no1
    i, i
COC(=O)c1cccc(COC(=O)c2ccc(CS(=O)(=O)c3ccc(C)cc3)cc2)c1
    i, i
O=C(NN1C(=O)/C(=C/c2ccc(O)c(O)c2)SC1=S)c1ccccc1
    i, i
COc1ccc(N2C(=O)C3CCCN3C2c2ccc(C)o2)cc1 (configuration not stated)
    i, i
Cn1ncc(C(N)=O)c1NC(=S)NC(=O)c1ccc(Br)o1
    i, i
Nc1nc(-c2ccc(C(=O)O)cc2)cs1
    i, i
CCCCn1c(N(CCOC(C)=O)C(C)=O)nc2ccccc21
    i, i
COc1ccc(/C=N/Nc2nc(Nc3ccccc3)nc(N3CCCC3)n2)cc1[N+](=O)[O-]
    i, i
O=C(c1ccc2c(c1)OCO2)N(CC1CCCO1)C1(C(=O)NC2CCCCC2)CCCCC1 (configuration not stated)
    i, i
O=S(=O)(Nc1cc2nc3ccccc3nc2n1Cc1ccccc1)c1ccc(Cl)cc1
    i, i
O=[N+]([O-])c1cc(Oc2cccnc2)cc([N+](=O)[O-])c1
    i, i
O=C(NCCc1ccc(Cl)cc1)C12CC3CC(CC(O)(C3)C1)C2
    i, i
Cc1cc(C)c(C#N)c(SCc2nc3ccccc3c(=O)[nH]2)n1
    i, i
Cc1ccc(CNCCNCCO)s1
    i, i
COc1ccccc1/C=C/C1NC(=O)NC(C)=C1C(=O)OC(C)C (configuration not stated)
    i, i
Cn1ccnc1C(O)c1ccccc1 (configuration not stated)
    i, i
O=C(N1CCCCC1)N1CCCN(C(=O)N2CCCCC2)CC1
    i, i
O=c1cc(COc2ncnc3ccccc23)nc2sccn12
    i, i
Cc1cc(C)n(-c2nc(C(F)(F)F)nc3ccccc23)n1
    i, i
C=CCOc1c(Cl)cc(/C=N/O)cc1OC
    i, i
O=C(NCC(=O)N1CCCC1)c1cccs1
    i, i
CC(C)n1c(=NC(=O)c2ccco2)c(C#N)cc2c(=O)n3ccccc3cc21
    7.2*, i
Cc1cc(-c2nnc(CCC(=O)N(CC3CCC3)CC3CCCO3)o2)no1 (configuration not stated)
    i, i
Cc1cc(NC(=O)c2noc3c2CCCCC3)nn1Cc1ccc(Cl)cc1
    i, i
O=C(NC12CC3CC(CC(C3)C1)C2)N1CCC(O)(c2ccc3c(c2)OCO3)CC1
    i, i
O=C(O)COc1ccccc1C1C2C(=O)N(c3ccc(F)cc3)C(=O)C2ON1c1ccccc1 (configuration not stated)
    i, i
O=S1(=O)N=C(N(CCO)/N=C/c2ccccc2F)c2ccccc21
    i, i
CC12CCC(C(=O)NCc3ccccc3Cl)(C(Br)C1=O)C2(C)C (configuration not stated)
    i, i
O=C(c1cccc(C(=O)N2CCN(c3ncccn3)CC2)c1)N1CCN(c2ncccn2)CC1
    i, i
CN(C(=O)C1CCOC1)c1nnc(-c2cnccn2)s1 (configuration not stated)
    i, i
COc1cccc(NC(=O)COC(=O)c2cc(S(=O)(=O)N3CCOCC3)ccc2C)c1
    i, i
O=C(Nc1ccccc1)C1CC(=O)n2ncnc2N1 (configuration not stated)
    i, i
Nc1nonc1-n1nnc(C(=O)N/N=C/c2c[nH]c3ccccc23)c1-c1ccccc1
    i, i
CCN1C(=O)C(O)(CC(=O)/C=C/C=C/c2ccccc2)c2ccccc21 (configuration not stated)
    i, i
CCOC(=O)N1CCN(C(c2ccc(C)cc2)c2sc3nc(C)nn3c2O)CC1 (configuration not stated)
    i, i
O=C(NCc1ccccn1)C1CCCCC1
    i, i
O=c1c2cccnc2[nH]c(=S)n1CCCN1CCN(c2ccc(F)cc2)CC1
    i, i
CCOC(=O)c1c(C)n(C)c2ccc(OC)c(NS(=O)(=O)CC)c12
    i, i
O=C(Oc1cncc(Cl)c1)c1sccc1Cl
    i, i
COC1=CC(=O)CC(C)C12Oc1c(Cl)c(OC)cc(OC)c1C2=O (configuration not stated)
    i, i
Cc1ccc(C(=O)Nc2ccccc2C(=O)NCc2ccco2)cc1S(=O)(=O)N1CCCCC1
    i, i
COC(=O)Nc1nc2ccc(Br)cc2s1
    i, i
COc1ccc(C2(O)CCN(C(=O)NC3CCCCC3)CC2)cc1
    i, -7.8*
Cc1cc(S(=O)(=O)N2CCC(N3CCCCC3)CC2)ccc1-n1cnnn1
    i, i
Cc1nc2oc3c(=O)[nH]cnc3c2c2c1COC(C)(C)C2
    i, i
O=C(CS(=O)(=O)c1ccc2ccccc2c1)N1CCCCCC1
    i, i
COc1ccc(NC(=O)CN2C(=O)COc3ccc(S(=O)(=O)N4CCCCC4)cc32)c(OC)c1
    i, i
CSCCC1NC(=O)N(CC(=O)Nc2ccc(N3CCCCC3)cc2)C1=O (configuration not stated)
    i, i
Cc1ccc(NC(=O)c2ccc(=O)[nH]n2)cc1C
    i, i
O=S(=O)(c1ccccc1)N(CC1CO1)c1ccccc1 (configuration not stated)
    i, i
Cc1ccc(Cl)cc1N(CC(=O)NCc1ccc2c(c1)OCO2)S(C)(=O)=O
    i, i
COCCNC(=O)C(=O)Nc1cc2c3c(c1)CC(=O)N3CCC2
    i, i
Cc1ccc(C(=O)NNC(=O)C2CC2)cc1Br
    i, i
O=C(c1cccc([N+](=O)[O-])c1)c1ccc2c(c1)OCCOCCOCCO2
    i, i
CNC(=O)[C@@]1(Cc2ccccc2)C=C[C@@H](C)N1C(C)=O
    i, i
Cc1ccccc1C(=O)NCC(=O)NCC1(N2CCOCC2)CCCCC1
    i, i
CC(CNS(=O)(=O)c1cc(Cl)ccc1Cl)CN(C)C (configuration not stated)
    i, i
O=C(O)C1CC=CCC1C(=O)N1CCc2ccccc21 (configuration not stated)
    i, i
c1ccc(C2Nc3ccccc3-c3nc4ccccc4n32)cc1 (configuration not stated)
    i, i

# (continued)
# Values run as follows: CHT allo act, CHT inh
COc1ccc(-c2nnc(SCC(=O)N3CCOCC3)n2C)cc1OC
    i, i
COc1cccc(Nc2n[nH]c(=S)s2)c1
    i, i
COc1ccc(NC(=O)C2CCCO2)cc1 (configuration not stated)
    i, i
COc1cc(/C=C2\S/C(=N/S(=O)(=O)c3ccccc3)NC2=O)c([N+](=O)[O-])cc1OC
    i, -8.2*
C[C@H]1CCC(=O)N([C@H](COc2ccccc2)Cc2ccccc2)CC1
    6.3*, i
Cc1ccc2nc(SCC(=O)Nc3ccccc3N3CCOCC3)c(C#N)cc2c1
    i, i
CC(NC(=S)NC(=O)c1ccccc1Br)c1ccccc1 (configuration not stated)
    i, i
O=C(c1cc2c(F)cccc2s1)N1CCCC1
    i, i
COc1ccc(N2C(=O)CC(c3ccc(OC(C)C)cc3)C2=O)cc1 (configuration not stated)
    i, i
CC(=O)c1cccc(NC(=O)COc2nsnc2N2CCOCC2)c1
    i, i
COc1ccccc1C(CNC(=O)c1cccc(NS(=O)(=O)c2ccc(C)c(F)c2)c1)N1CCCC1 (configuration not stated)
    i, -5.6*
COc1cccc(OC)c1OCCNCC1CSc2ccccc2O1 (configuration not stated)
    i, i
CCc1ccc(NC(=O)C2CCN(c3ncnc4c3nc3n4CCCCC3)CC2)cc1
    i, i
Cc1cc(C)cc(NC(=O)Cn2nnc(C(=O)NCCc3ccccc3)c2N)c1
    i, i
COc1cccc(CNC(=O)C2CCN(S(=O)(=O)N3CCC(C)CC3)CC2)c1
    i, i
O=C(CCn1nnc2ccccc2c1=O)N[C@H](C(=O)O)c1ccccc1
    i, i
Cc1cccc(CSc2nnc(-c3ccco3)o2)c1
    i, i
Cn1c(=O)c2c(nc(NCCCO)n2Cc2cccc(C(F)(F)F)c2)n(C)c1=O
    i, i
CN(C)CCCN(Cc1ccccc1)C(=S)Nc1ccc(F)c(Cl)c1
    i, i
CCOc1ccc(CNC(=O)c2nnc(CS(=O)(=O)c3ccccc3)o2)cc1OC
    i, i
Cc1cccc(N(CC(=O)NCC2CCCO2)C(=O)CCC(=O)Nc2cc(C)on2)c1 (configuration not stated)
    i, i
Cc1ccc(N(C(=O)c2ccncc2)C2C=CS(=O)(=O)C2)cc1 (configuration not stated)
    i, i
CSc1nc(N(C)NC(=O)c2cccc(C)c2)c2ccccc2n1
    i, i
CCc1csc(CNC(=O)C2CCC(=O)N(Cc3cccc(F)c3)C2)n1 (configuration not stated)
    i, i
CN1CCC(CO)(Cc2ccccc2)CC1
    i, i
O=c1[nH]ncn2cccc12
    i, i
C=C(C)Cn1c(N(CCO)Cc2ccccc2)nc2c1c(=O)[nH]c(=O)n2C
    i, i
CC1CC(NNC(=O)c2ccccc2)=Nc2ccccc2N1C (configuration not stated)
    i, i
Cc1ccc(C(=O)CCC(=O)N(C)CC(=O)Nc2c(Cl)cccc2Cl)cc1
    i, i
Cc1nc(C)c(-c2nnc(-c3ccc(C(C)(C)C)cc3)o2)cc1C(=O)NN
    i, i

# Reformatted as labelled records: 2 of the compounds above.
O=C(c1cc2c(F)cccc2s1)N1CCCC1
- CHT allo act: i
- CHT inh: i
COc1ccc(N2C(=O)CC(c3ccc(OC(C)C)cc3)C2=O)cc1 (configuration not stated)
- CHT allo act: i
- CHT inh: i

# (cont.)
# Values run as follows: CHT allo act, CHT inh
c1ccc(N2CCN(Cc3ccc4c(c3)OCO4)CC2)nc1
    i, i
COc1ccc(NC(=O)CN(C)C(=O)c2cccc(S(=O)(=O)Nc3ccccc3Cl)c2)cc1
    i, i
Cc1ccc(S(=O)(=O)N2CCOCC2)cc1NC(=O)COC(=O)c1cccnc1Cl
    i, i
CCOC(=O)c1cnc(-n2nc(C)cc2C)nc1NC(C)c1ccccc1 (configuration not stated)
    i, i
C[C@@H](C(=O)NC1CCN(Cc2ccccc2)CC1)N1C(=O)N2CCc3c([nH]c4ccccc34)[C@@]2(C)C1=O
    i, i
